NOD2-RIPK2 inh: blocks binding of human NOD2 to RIPK2; O43353; CHO BLA complementation NOD2-RIPK2, CCF4 ratio; inhibition, % at 4.98 µM; 0.38% of 360,000 active; AID 624267; in the data active = inhibition above about 21%;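 also: 0% = vehicle only and 100% = reference blocker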
MC4R ag barr: human MC4R agonism via beta-arrestin; U2OS MC4R beta-arrestin complementation, luminescence; percent of melanotan II response, DMSO zero; P32245; AID 540308; activation, % at 8.9 µM; 0.98% of 360,000 active;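 active = activation above a per-plate cutoff, the mean activation of sample wells on that plate plus 3 SD, cut at about 8% in these data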
Glyco luc inh: N-linked glycosylation inhibition | D54 ERlucT glycosylation luciferase reporter, 24 h; percent of 100 nM tunicamycin response | 0.23% of 360,000 active | reporter increase, % at 12.5 µM;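 active = mean luciferase reporter signal, scaled so untreated is 0 and the glycosylation-blocking control 100, at or above a set limit in every replicate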;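 also: luciferase carries N-glycosylation sites so blocking glycosylation raises the light; 0% = median of neutral control wells and 100% = median of 100 nM tunicamycin wells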
ABHD5 PLIN5 PPI: inhibitors of human ABHD5-perilipin-5 interaction; Q00G26+Q8WTS1; Split G. princeps luciferase complementation, luminescence, 4 h; inhibition, % at 4 µM; 0.78% of 360,000 active; AID 602281;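 active = inhibition above the mean inhibition across every tested compound plus 3 SD, cut at about 22% in these data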;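 also: 0% = DMSO only wells and the 100% control is not disclosed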
aDG glyco up: increases alpha dystroglycan glycosylation; 0.22% of 360,000 active; Pro5-aDG cells, alpha-DG glycosylation AlphaScreen (IIH6); 0% Pro5, 100% B10-LARGE cell signal; activation, % at 10 µM;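 active = activation of at least 8% versus controls, or a plate z-score of at least 8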;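 also: Pro5 are CHO cells carrying HIG-tagged alpha-DG that lacks glycosylation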
TLR9-MyD88 block: TLR9-MyD88 interaction inhibition. 0.21% of 340,000 active. AID 504734. Q9NR96+Q99836. inhibition, % at 4.98 µM. CHO BLA complementation TLR9-MyD88, CCF4 FRET ratio;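 active = inhibition above the mean over all tested compounds plus 3 SD, cut at about 21% in these data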;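 also: 0% = DMSO only wells and 100% = clavulanate BLA inhibitor control wells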
Target sequence (Q99836 whole entry, looked up): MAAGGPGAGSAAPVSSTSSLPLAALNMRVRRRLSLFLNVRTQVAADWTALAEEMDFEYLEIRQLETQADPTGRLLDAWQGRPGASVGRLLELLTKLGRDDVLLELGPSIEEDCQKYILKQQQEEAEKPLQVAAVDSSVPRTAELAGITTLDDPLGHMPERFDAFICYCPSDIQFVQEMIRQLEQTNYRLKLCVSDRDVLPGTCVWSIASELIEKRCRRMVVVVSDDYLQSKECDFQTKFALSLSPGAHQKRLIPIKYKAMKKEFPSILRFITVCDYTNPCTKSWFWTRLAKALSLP
Target sequence (Q9NR96 whole entry, looked up): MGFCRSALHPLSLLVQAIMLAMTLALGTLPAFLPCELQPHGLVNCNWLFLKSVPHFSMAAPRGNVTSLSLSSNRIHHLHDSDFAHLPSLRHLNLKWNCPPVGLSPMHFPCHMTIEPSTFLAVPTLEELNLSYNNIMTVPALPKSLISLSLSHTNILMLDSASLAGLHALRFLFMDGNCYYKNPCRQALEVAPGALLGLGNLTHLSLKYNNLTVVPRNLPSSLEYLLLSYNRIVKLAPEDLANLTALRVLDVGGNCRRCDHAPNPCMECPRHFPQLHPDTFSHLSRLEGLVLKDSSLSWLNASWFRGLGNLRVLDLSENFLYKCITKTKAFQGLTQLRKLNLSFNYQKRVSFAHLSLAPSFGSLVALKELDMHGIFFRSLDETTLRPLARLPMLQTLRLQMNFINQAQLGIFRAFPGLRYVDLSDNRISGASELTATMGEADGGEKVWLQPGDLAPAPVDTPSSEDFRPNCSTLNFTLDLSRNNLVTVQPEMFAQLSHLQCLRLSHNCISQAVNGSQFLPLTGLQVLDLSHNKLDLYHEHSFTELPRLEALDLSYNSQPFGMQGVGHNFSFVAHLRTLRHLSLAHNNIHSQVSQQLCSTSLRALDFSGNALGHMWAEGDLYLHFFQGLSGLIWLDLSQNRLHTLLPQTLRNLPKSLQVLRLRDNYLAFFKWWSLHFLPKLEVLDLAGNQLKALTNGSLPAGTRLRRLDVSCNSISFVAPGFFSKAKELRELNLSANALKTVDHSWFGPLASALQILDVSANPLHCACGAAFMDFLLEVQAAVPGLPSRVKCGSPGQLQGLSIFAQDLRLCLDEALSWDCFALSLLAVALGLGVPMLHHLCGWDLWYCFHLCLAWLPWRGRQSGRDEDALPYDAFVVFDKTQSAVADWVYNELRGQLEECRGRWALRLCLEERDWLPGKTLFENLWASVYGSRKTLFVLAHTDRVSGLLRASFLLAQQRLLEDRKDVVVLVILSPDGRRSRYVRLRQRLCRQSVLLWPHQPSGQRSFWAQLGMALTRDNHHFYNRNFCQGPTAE
MC4R antag cAMP: antagonists of human melanocortin 4 receptor (MC4R) | P32245 | MC4R-expressing cells, MTII-stimulated cAMP, LANCE TR-FRET | inhibition, % at 6.5 µM | 0.48% of 360,000 active;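 active = inhibition above its plate's cutoff, the mean of tested wells on that plate plus 3 SD, cut at about 29% in these data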;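 also: 0% = Melanotan II alone and 100% = Melanotan II plus saturating MCL0020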
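System – human MC4R-expressing U2OS cells · Also added – Melanotan II · Dosing – one concentration, 6.5 µM nominal · Timing – 30-min compound, 1-h challenge, 1-h detection, room temperature · Measured by – Eu-cAMP/anti-cAMP TR-FRET, emission 671 nm · Replicates – singlicate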
Vif imaging: blocks HIV Vif function; HEK293T cells, Vif self-association by quenched fluorescence, imaging, 24 h; inhibition, % at 7.49 µM; 0.35% of 340,000 active; AID 602346; in the data active = inhibition above about 50%, passing the limit was not always enough; also: some results filed as inactive read as strong as hits
Exocytosis inh: lytic granule exocytosis inhibition | TALL-104 LAMP-1 surface exposure, flow cytometry; cells stimulated with thapsigargin and PMA | inhibition, % at 10 µM | 0.66% of 360,000 active;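 active = inhibition above about 55%, limit read from the data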
ABCB6 inh MLPCN: inhibitors of human ABC transporter ABCB6; K562-ABCB6 porphyrin accumulation, flow cytometry, 1 h; active compounds read low; 0.19% of 360,000 active; Q9NP58; AID 602162; fluorescence ratio to DMSO, % at 10 µM;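 active = fluorescence ratio to DMSO below 75%, the collection mean minus 3 SD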;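 also: signal is porphyrin accumulated inside mitochondria; 100% equals median channel fluorescence of DMSO control wells; lower ratio means ABCB6 inhibition with less porphyrin fluorescence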
An asterisk follows results filed as active; nt = no result given. Only part of the results is shown (hit frequency here may not be typical).

SMILES | NOD2-RIPK2 inh | MC4R ag barr | Glyco luc inh | ABHD5 PLIN5 PPI | aDG glyco up | TLR9-MyD88 block | MC4R antag cAMP | Vif imaging | Exocytosis inh | ABCB6 inh MLPCN
Cc1ccc(CCNC(=O)C2CCN(S(=O)(=O)c3ccc4c(c3)NC(=O)C(C)S4)CC2)cc1 (configuration not stated) | -5 | -0.8 | -1 | -6 | 0.4 | 3 | 2 | -14 | 5 | 100
Cc1ccc(C(=O)c2oc3nc(C)cc(C)c3c2N)cc1 | -1 | -0.9 | -1 | 7 | 0.0 | 3 | -6 | 5 | 10 | 101
COc1ccc(S(=O)(=O)N2CCN(CC(=O)Nc3sccc3C(N)=O)CC2)cc1OC | 4 | -2.2 | -2 | 3 | 0.0 | -2 | 10 | -3 | 4 | 96
COc1ccc(CCN2C(=O)CSC2=S)cc1OC | -23 | 0.6 | -2 | -2 | 0.1 | -5 | -2 | -6 | -16 | 100
CCN(Cc1ccccc1)C(=O)c1cccc(S(=O)(=O)N2CCN(c3ccc(F)cc3)CC2)c1 | 3 | -3.2 | -3 | -2 | 1.1 | -3 | -2 | 2 | 5 | 99
OCC[C@H]1C[C@@H](O)[C@H](O)[C@]2(CCCc3ccccc3O2)O1 | 6 | -1.1 | 1 | -9 | 0.2 | -10 | 8 | 18 | -3 | 104
CC(C)(C)c1ccc(C2=CC(c3ccccc3)n3ncnc3N2)cc1 (configuration not stated) | -5 | 2.3 | 0 | 0 | -0.1 | -3 | 4 | -2 | -5 | 97
CCCCN1C(=O)Cc2c1nc(N)c1c(N)nc(N(CCC)CCC)c(C#N)c21 | -13 | 2.9 | -1 | -13 | -0.3 | 4 | -2 | nt | 72* | 92
COc1ccc(CNC(=O)/C=C/[C@H]2O[C@@H](n3cc(C)c(=O)[nH]c3=O)C[C@@H]2O)cc1 | -3 | nt | 0 | -3 | 0.1 | nt | nt | 1 | 1 | 98
Cc1cc2ccccn2c1C(=O)c1cccc([N+](=O)[O-])c1 | 2 | -0.3 | -1 | -1 | -0.2 | 9 | -8 | 0 | 1 | 92
N#CC1(Nc2ccc(-c3ccc(NC4(C#N)CCCC4)cc3)cc2)CCCC1 | 0 | -2.4 | -1 | -7 | -0.2 | -4 | 8 | 7 | -6 | 98
O=C(c1cccc(NS(=O)(=O)c2ccc(F)c(F)c2)c1)N1CCCCC1 | 5 | -2.8 | 0 | -9 | -0.3 | 1 | -1 | 2 | -4 | 99
CCOC(=O)N1CCC(NC(=O)CCS(=O)(=O)c2ccc3c(c2)CCN3C(=O)CC)CC1 | -30 | -0.9 | -2 | 2 | -0.1 | 7 | 0 | -4 | -1 | 98
COc1ccnc(Oc2ccccc2)c1C#N | -2 | 0.1 | 0 | -6 | -0.2 | 3 | 8 | -4 | 3 | 98
CC1OC(C)(C)OC1C1CNc2nc(NC(=O)C(C)(C)C)[nH]c(=O)c2N1C(=O)c1cccnc1 (configuration not stated) | -9 | -2.9 | 1 | -5 | 0.0 | 0 | 0 | 3 | -6 | 98
COc1cccc(C(=O)Nc2ccc3c(c2)C(=O)N(CC2CCCO2)C3=O)c1 (configuration not stated) | 9 | -2.1 | 0 | -5 | -0.1 | 5 | 4 | -5 | -1 | 92
CCOC(=O)C1(C)CCN1C(=O)c1cc(C)oc1C (configuration not stated) | 1 | -1.1 | 2 | 9 | -0.1 | nt | 10 | nt | 3 | 88
CC(C)(C)[C@@H]1CCC(=O)N(CC[C@H](N=[N+]=[N-])c2ccccc2)CC1 | 3 | 1.5 | -3 | 1 | -0.2 | 5 | 7 | -10 | 0 | 91
O=C(Nc1ccc(Cl)cc1)c1ccc2ncsc2c1 | -1 | 1.1 | -1 | -41 | 0.0 | -14 | 4 | -5 | 8 | 96
Fc1ccc(C2CCCN2Cc2nc(-c3cnccn3)no2)cc1 (configuration not stated) | 2 | -2.7 | 1 | 4 | -0.1 | -5 | 5 | 3 | -2 | 104
COc1ccc(NC(=O)c2ccccc2NS(C)(=O)=O)cc1OC | -3 | -0.2 | 1 | -2 | 0.0 | 0 | 0 | -39 | 5 | 100
Cc1ncc(CN2CCCC(C(=O)Nc3ccc(-c4cccc(F)c4)cc3)C2)s1 (configuration not stated) | -4 | -2.7 | -3 | -2 | 0.7 | -14 | -6 | 1 | 2 | 100
COC(=O)c1ccc2nc(-c3ccco3)c(Cc3ccccc3C(F)(F)F)n2c1 | -19 | nt | nt | 52* | -0.2 | nt | nt | nt | 49 | 121
CCOC(=O)N1CCN(C(=O)COC(=O)c2cccc(S(C)(=O)=O)c2)CC1 | -4 | -1.8 | 0 | -8 | -0.1 | -11 | 12 | -8 | -6 | 101
O=c1[nH]c2c(c(=O)[nH]1)OCN(Cc1ccccc1)C2 | -10 | -1.0 | 0 | 4 | -0.2 | -10 | -12 | 1 | -3 | 95
CCCC(=NCc1ccccc1)C1=C(O)C(C(=O)OC)C(C)(C)CC1=O (configuration not stated) | 1 | -2.7 | 0 | -2 | 0.1 | 2 | 9 | -3 | -7 | 101
NC(=O)C1CCN(C(=O)/C(=C/c2ccco2)NC(=O)c2ccccc2)CC1 | -6 | 1.2 | 2 | -4 | -0.2 | -11 | 0 | -6 | -3 | 95
O=C1CCC([N+](=O)[O-])C(c2ccc(Cl)c([N+](=O)[O-])c2)N1 (configuration not stated) | 6 | -1.2 | 3 | -1 | -0.1 | 8 | 5 | 1 | 8 | 96
O=C(CN1C(=O)/C(=C/c2ccc(Cl)cc2)SC1=S)NC1C=CS(=O)(=O)C1 (configuration not stated) | -7 | -1.1 | 3 | -3 | -0.2 | -8 | 4 | 10 | -2 | 95
COc1ccc(C2C(C(=O)c3ccco3)=C(O)C(=O)N2CCc2ccccc2)cc1OC (configuration not stated) | -12 | -2.0 | 2 | -7 | 0.4 | 3 | 4 | nt | 0 | 89
CCCC(=O)Nc1ccc(Cl)c(NC(=O)c2ccco2)c1 | -4 | 4.2 | -3 | 7 | 0.0 | -4 | -2 | nt | 2 | 89
CCOc1ccc(S(=O)(=O)N(C)CC(=O)NC2CCCC2)cc1 | -4 | -3.2 | 2 | 2 | 0.1 | 2 | 5 | -14 | 0 | 100
COC(=O)COc1ccc(C(C2C(=O)CC(C)(C)CC2=O)C2C(=O)CC(C)(C)CC2=O)cc1 | -8 | -1.0 | 2 | 13 | -0.1 | -15 | 6 | -7 | -7 | 116
O=C(Nc1c2c(nn1-c1ccccc1)CS(=O)(=O)C2)c1ccccc1Br | 9 | -1.5 | 0 | -1 | -0.3 | 23* | 6 | -11 | 2 | 96
CCCN1C(=O)CC(c2ccco2)Sc2ccccc21 (configuration not stated) | -3 | -0.2 | 0 | -6 | 0.5 | -2 | 11 | -4 | 1 | 103
CCN(CC)CCN1C(=O)C(=O)/C(=C(/O)c2ccc(OC)c(OC)c2)C1c1ccccn1 (configuration not stated) | 7 | -3.0 | 0 | -4 | 0.1 | -4 | 0 | -9 | -2 | 102
COc1ccc2nc(N=Nc3ccc(O)c4ccccc34)sc2c1 | -8 | -5.2 | -13 | 4 | 0.1 | 0 | -7 | 3 | 0 | 101
Cc1nn(CCCC(=O)Nc2cccnc2Cl)c(C)c1[N+](=O)[O-] | -5 | 0.3 | 0 | -3 | 0.0 | -4 | -4 | 5 | -4 | 96
CC(Sc1cccc[n+]1[O-])C(=O)Nc1ccc([N+](=O)[O-])cc1Cl (configuration not stated) | -4 | -2.8 | 2 | 0 | 0.0 | 3 | -5 | 3 | 5 | 100
Cc1cccc(C)c1NC(=O)C(c1ccnc2ccccc12)n1c(=O)c(-c2ccccc2)nc2ccccc21 (configuration not stated) | -5 | nt | nt | 2 | -0.4 | nt | nt | nt | 13 | nt

Looked up by compound from the list above, 3 records:
SMILES | NOD2-RIPK2 inh | MC4R ag barr | Glyco luc inh | ABHD5 PLIN5 PPI | aDG glyco up | TLR9-MyD88 block | MC4R antag cAMP | Vif imaging | Exocytosis inh | ABCB6 inh MLPCN
COc1ccc(S(=O)(=O)N2CCN(CC(=O)Nc3sccc3C(N)=O)CC2)cc1OC | 4 | -2.2 | -2 | 3 | 0.0 | -2 | 10 | -3 | 4 | 96
O=C(Nc1c2c(nn1-c1ccccc1)CS(=O)(=O)C2)c1ccccc1Br | 9 | -1.5 | 0 | -1 | -0.3 | 23* | 6 | -11 | 2 | 96
Cc1cc2ccccn2c1C(=O)c1cccc([N+](=O)[O-])c1 | 2 | -0.3 | -1 | -1 | -0.2 | 9 | -8 | 0 | 1 | 92

Additional compounds
SMILES | NOD2-RIPK2 inh | MC4R ag barr | Glyco luc inh | ABHD5 PLIN5 PPI | aDG glyco up | TLR9-MyD88 block | MC4R antag cAMP | Vif imaging | Exocytosis inh | ABCB6 inh MLPCN
COc1cc(CNc2ccc3[nH]c(=O)[nH]c3c2)ccc1OCc1cccc(C)c1 | -7 | 4.8 | -1 | 1 | -0.2 | 3 | 12 | 4 | -6 | 102
CN1CCN(Cc2nc3c(c(=O)[nH]c(=O)n3C)n2Cc2c(F)cccc2Cl)CC1 | -4 | 1.4 | 2 | -4 | -0.1 | -3 | 8 | 19 | 9 | 102
CC(C)(C)NS(=O)(=O)c1ccc(OCC(=O)NCc2ccco2)cc1 | 1 | -1.7 | 3 | 3 | 0.2 | -3 | 5 | -6 | 4 | 105
O=C(CSc1nccn1-c1cccc(Cl)c1)NC1CCCC1 | -7 | 2.3 | -1 | -2 | 0.4 | -5 | 4 | 24 | -1 | 100
CC1CCCCC12NC(=O)N(CC(=O)Nc1cccc(S(=O)(=O)N3CCCCC3)c1)C2=O (configuration not stated) | -8 | -2.6 | 2 | 2 | -0.1 | 2 | 0 | 1 | -7 | 92
S=C(Nc1cccc(Cl)c1)N1CCN(c2ccccn2)CC1 | 0 | -1.0 | 1 | 2 | 0.0 | 6 | 1 | -10 | 4 | 98

Compounds from the list above with an aryl thioether with sulfur outside any ring, in the order listed:
SMILES | NOD2-RIPK2 inh | MC4R ag barr | Glyco luc inh | ABHD5 PLIN5 PPI | aDG glyco up | TLR9-MyD88 block | MC4R antag cAMP | Vif imaging | Exocytosis inh | ABCB6 inh MLPCN
CC(Sc1cccc[n+]1[O-])C(=O)Nc1ccc([N+](=O)[O-])cc1Cl (configuration not stated) | -4 | -2.8 | 2 | 0 | 0.0 | 3 | -5 | 3 | 5 | 100
O=C(CSc1nccn1-c1cccc(Cl)c1)NC1CCCC1 | -7 | 2.3 | -1 | -2 | 0.4 | -5 | 4 | 24 | -1 | 100

Source: PubChem (several laboratories)
